TCR activator – activators of T cell receptors; primary human leukocytes, anti-CD3, IL-2 HTRF, 48 h; Potency, µM (titrated, usually from 9.22 µM), for the others: top-dose activation of IL-2 secretion, actives largely listed as activators; 330,000 tested, under 10 active; AID 504894; further: % of control where 0% means no effect
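Activity was scored as IL-2 release from primary human leukocytes given only a TCR signal (a-CD3 beads) plus compound for 48 hr. Detection used a two-antibody HTRF format read at 665nm.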
BRCA1 expr up – increases BRCA1 expression. 1.1% of 380,000 active. Potency, µM (highest dose often 46.1 µM), for inactives: at the top dose activation, usual class: activators. MCF7-BRCA1-FFLuc reporter, luminescence, 48 h; response scale: scaled: vehicle 0%, 10 µM genistein 100%. AID 624202; further: potency means the concentration at half of the fitted maximal effect; nearly all actives have a fitted effect of over 80% in size; some results filed as inactive show a strong effect at the top dose
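First, MCF7-BRCA1-FFLuc cells (2000/well) attach for 2 h; next, compounds are pin-added and incubated 48 h at 37 °C; finally, luciferase reagent is added and luminescence read after 15 min.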
B2AR arrestin – agonists driving beta-arrestin recruitment to human beta2-adrenergic receptor. Potency, µM (doses to about 46.1 µM), without a hit: at the top dose activation, hits mostly activators. AID 492947. beta-arrestin recruitment to beta2AR, cell-based reporter. 0.02% of 330,000 active. P07550;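 further: potency means the concentration at half of the fitted maximal effect; 0% = DMSO controls and full agonism = EC100 isoproterenol or metaproterenol; nearly all actives have a fitted effect of over 65% in size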
CXXC DNA block – inhibitors of human MLL CXXC domain-DNA interaction. Potency, µM (titrated, usually from 115 µM), for inactives: top-dose activity change, negative = inhibition, hits mostly inhibitors. Q03164. 0.037% of 290,000 active. AID 2662. MLL-CXXC / FITC-HOXA9 DNA fluorescence polarization; active means well fitted inhibition curve with a large enough effect in the polarisation, with a control signal flat, not every such curve was filed as active; inconclusive means small, poorly fitted or top-dose-only effect, or effect the other way, or a change in a side signal; inactive means no such curve, though single readings can be large or run the other way; the % refers to the polarisation; further: potency means the concentration at half of the fitted maximal effect
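Purified MLL-CXXC (added from a 7 uM solution) was preincubated 5 min at ambient with pinned compounds in 50 mM Tris-HCl pH 7.5, 50 mM NaCl, 1 mM DTT, 0.05% BSA. Fluorescein-labeled HOX-A9 DNA (50 nM solution) followed, 30 min, then polarization read.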
Integrin act MD – activators of alpha7 integrin expression for muscular dystrophy | 0.064% of 350,000 active | alpha7betagal myoblasts, beta-gal FDG fluorescence, 48 h | Potency, µM (series often up to 38.3 µM), for inactives: top-dose activation, most hits filed as activators;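 further: potency means the concentration at half of the fitted maximal effect; 100% = response of the positive control SU9516; nearly all actives have a fitted effect of over 60% in size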
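Alpha7betagal+/- myoblasts (passage 13) were plated 16-24 hr, then exposed to compounds (1:260 dilution of DMSO stock) for 48 hours at 37C. After MPER lysis, β-galactosidase reporter activity was read as FDG fluorescence (ex 480/em 540) after 30 minutes.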
PTAP TSG101 blk – blocks PTAP/TSG101 interaction to inhibit HIV-1 budding. Fluorescence polarization, FITC-PTAP peptide / Tsg101 binding. Potency, µM (doses to about 115 µM), for the others: at the top dose activity change, negative = inhibition, most hits filed as inhibitors. 340,000 tested, under 10 active; active means well fitted inhibition curve with a large enough effect in the main read-out, with a control signal flat, not every such curve was filed as active; inconclusive means small, poorly fitted or top-dose-only effect, or effect the other way, or a change in a side signal; inactive means no such curve, though single readings can be large or run the other way; further: potency means the concentration at half of the fitted maximal effect; % of control where 0% means no effect
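Steps: Tsg101 binding domain dispensed (10 uM final), compounds pinned in DMSO, FITC-labeled PTAP-motif peptide added (50 nM final); after 20 min binding at room temperature, polarization measured.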
TRPV1 ag – activates the human vanilloid receptor TRPV1; TRPV1-expressing cells, Fluo-8 calcium influx, agonist mode; 0.19% of 320,000 active; AID 540275; activation, % at 8.33 µM; in the data active means activation above about 80%; inconclusive means between about 30% and that limit; further: 0% is about no effect
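Cells expressing TRPV1 were dye-loaded with Fluo-8 and read kinetically: 10 s baseline, 3 min after compound (agonist portion), then 2 min after EC20 capsaicin (allosteric enhancer portion). Calcium-bound dye fluorescence at 480/520 nm.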
p53 reactivation – restores transcriptional activity of mutant p53. H1299 p53-A138V BP100-luciferase reporter, luminescence, 24 h. Potency, µM (series often up to 92.2 µM), without a hit: at the highest dose activity change, positive = activation, actives largely listed as activators. 0.063% of 320,000 active; further: potency means the concentration at half of the fitted maximal effect; % of control where 0% means no effect; nearly all actives have a fitted effect of over 45% in size
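H1299 (p53-null), stable ts p53-A138V + BP100-Luc; 1000 cells/well, Opti-MEM/10% FBS; cpd 4 pt, 1:5; 24 h, 37 deg C, 5% CO2; detection reagent 10 min RT; luminescence.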
AT treatment – potential ataxia-telangiectasia treatments restoring KAP-1 phosphorylation. […] A-T fibroblasts, KAP-1 phosphorylation AlphaLISA; neocarzinostatin DNA damage 30 min before lysis. Potency, µM (highest dose often 57.5 µM), without a hit: at the top dose activation, usual class: activators. 0.19% of 320,000 active. AID 485349; further: potency means the concentration at half of the fitted maximal effect; % of control where 0% means no effect; nearly all actives have a fitted effect of over 45% in size
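ATM-like activity read as KAP-1 phosphorylation via AlphaLISA donor/acceptor antibody pairs after lysis and 6 hr at 25C. Cells were ATM-null patient fibroblasts ([…], hTERT), dosed 60 min, then exposed to the DSB inducer NCS for 30 min.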
ELG1 repair inh – ELG1-dependent DNA repair inhibition. HEK293T ELG1-luciferase reporter, luminescence, 16 h; DNA damage induced by 5-fluorouridine. Potency, µM (doses to about 46.1 µM), for inactives: at the top dose activity change, negative = inhibition, usual class: inhibitors. 2.3% of 330,000 active; further: potency means the concentration at half of the fitted maximal effect; on the % scale 0 is the no-effect control and ±100 the full control effect; nearly all actives have a fitted effect of over 55% in size
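HEK293T cells expressing luciferase-tagged ELG1 (2,000/well) received 5-Fluorouridine plus compound or DMSO for 16 hr at 37 °C. Luciferase was read by ONE-Glo luminescence after 30 min at room temperature.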
* = called active by the depositor; ? = inconclusive; · = no result given; [ ] = another dose, or the depositor's remark. Unless noted, the call rests on the fitted dose curve; in most records, active means well fitted curve in the direction sought with a large enough effect; inconclusive means small, poorly fitted or top-dose-only effect, or another doubt; inactive means no such curve, though single readings can be large; an effect the other way counts as inactive or inconclusive.

Start of the listing, in advance, four compounds:
SMILES	TCR activator	BRCA1 expr up	B2AR arrestin	CXXC DNA block	Integrin act MD	PTAP TSG101 blk	TRPV1 ag	p53 reactivation	AT treatment	ELG1 repair inh
Cc1ccc2[nH]c(=O)c(CNC(C)C)cc2c1	-12.2%	0.0%	0.0%	-7.1%	-10.2%	-5.0%	2.8	-5.4%	-1.9%	4.0%
Cn1cnnc1Sc1ccc(C(=O)OCC(=O)Nc2ccccc2)cc1[N+](=O)[O-]	-5.3%[46.1 µM]	9.2%	-1.1%	3.2%	-14.0%	-8.9%	0.1	6.1%	-4.9%	7.4%
CCOC(=O)c1csc(-c2snnc2C)n1	-0.4%	31.0%	-0.5%	-0.3%	-53.2%[inhibitor]	-7.8%	-0.8	4.1%	-1.7%	?
COc1ccccc1NC(=O)NC(=O)c1ccccc1	14.5%	44.1%	0.3%	3.5%	4.9%	-0.2%	1.1	-4.2%	3.1%	?

This part in full, repeating the preview:
SMILES	TCR activator	BRCA1 expr up	B2AR arrestin	CXXC DNA block	Integrin act MD	PTAP TSG101 blk	TRPV1 ag	p53 reactivation	AT treatment	ELG1 repair inh
Cc1ccc2[nH]c(=O)c(CNC(C)C)cc2c1	-12.2%	0.0%	0.0%	-7.1%	-10.2%	-5.0%	2.8	-5.4%	-1.9%	4.0%
Cn1cnnc1Sc1ccc(C(=O)OCC(=O)Nc2ccccc2)cc1[N+](=O)[O-]	-5.3%[46.1 µM]	9.2%	-1.1%	3.2%	-14.0%	-8.9%	0.1	6.1%	-4.9%	7.4%
CCOC(=O)c1csc(-c2snnc2C)n1	-0.4%	31.0%	-0.5%	-0.3%	-53.2%[inhibitor]	-7.8%	-0.8	4.1%	-1.7%	?
COc1ccccc1NC(=O)NC(=O)c1ccccc1	14.5%	44.1%	0.3%	3.5%	4.9%	-0.2%	1.1	-4.2%	3.1%	?
O=C(OCc1nnc(-c2ccccc2)o1)c1ccc(CO)cc1	-8.7%	17.2%	0.0%	-12.1%	23.8%	-3.0%	1.5	6.1%	4.3%	12.1%
CC1=C(C(=O)Nc2ccc(Cl)cc2)C2(CCCCC2)C(C(N)=O)C(=S)N1 (centres undefined)	-7.0%[46.1 µM]	·	-0.7%	1.2%	·	·	-1.1	-3.2%	-2.9%	-7.6%
O=C(Nc1nnc(-c2cccs2)s1)C1CC1	14.0%	-33.0%	-0.7%	-1.1%	12.6%	1.4%	6.3	1.5%	0.4%	?
Cc1ccc(CNC(=S)Nc2ccc(NS(=O)(=O)c3ccc(C)cc3)cc2)cc1	5.6%	-44.8%	-0.5%	1.6%	-1.2%	-1.4%	-3.1	-8.7%	2.7%	?
Cc1cccc(NC(=O)C2CCN(S(=O)(=O)c3c(C)noc3/C=C/c3ccco3)CC2)n1	0.3%[46.1 µM]	-41.8%	-0.9%	6.7%	9.6%	-0.9%	1.8	-2.1%	-5.9%	13µM*
CC(C)CC(NC(=O)C1CCC(=O)N1C(=O)OCc1ccccc1)C(=O)NC(Cc1ccccc1)C(N)=O (centres undefined)	-3.6%	0.0%	-0.3%	-7.1%	5.3%	-4.6%	-2.5	-5.4%	0.8%	11.3%
O=C(Nc1ccc(S(=O)(=O)Nc2ccccn2)cc1)c1cccc(Cl)c1	5.8%	-7.6%	-0.4%	-0.4%	0.5%	1.1%	0.8	-5.5%	1.2%	-0.7%
Cc1cccc(N2C(N)=C(C#N)C(C#N)(C#N)C2c2ccccc2)c1 (centres undefined)	-1.5%	-38.7%	·	2.1%	-1.0%	-11.6%	3.4	·	·	·
C1CCc2c(nnc3c2-c2nonc2CC3)C1	6.4%	6.3%	-0.3%	11.4%	-16.0%	-1.8%	0.8	0.6%	1.0%	-4.6%
COCCSc1nnc(NC(=O)C2CC(=O)N(c3ccc(Cl)cc3)C2)s1 (centres undefined)	-3.2%	-2.4%	0.0%	0.2%	8.6%	-3.6%	18.3	2.3%	-3.2%	-2.3%
CS(=O)(=O)c1ccc(Cl)c(NC(=O)COC(=O)CCCN2C(=O)c3cccc4cccc(c34)C2=O)c1	-0.7%	-1.8%	-0.2%	·	15.0%	-1.4%	0.6	-1.2%	-4.3%	1.9%
[NH-]c1ncnc2c1N=C[N+]2=CC=CCO	-5.6%	-4.8%	-0.6%	-4.7%	5.3%	1.1%	1.2	?	-1.5%	16.9%
C=C[C@@H]1c2cc(C)ccc2N(S(=O)(=O)c2ccc(C)cc2)[C@H](c2ccccc2C(F)(F)F)C1(C#N)C#N	-2.2%	0.0%	0.0%	·	4.2%	-4.1%	-2.3	52.3%	-2.0%	25.1%
COc1cccc(CNC(=O)CCNS(=O)(=O)c2cccs2)c1	·	-1.3%	-0.2%	0.3%	-7.6%	-0.8%	0.7	-6.8%	3.5%	3.3%
CC(C)Oc1ccc(OCCSc2nc3ccccc3n2CC(=O)O)cc1	-2.9%	2.7%	-0.9%	-12.7%	10.3%	-7.1%	-1.3	·	10.7%	-13.7%
CNC(=O)c1cc(S(=O)(=O)N2CC(C)OC(C)C2)ccc1N1CCCCC1 (centres undefined)	-4.3%	-13.0%	-0.2%	-7.5%	-21.8%	-0.8%	-0.6	·	-1.2%	-12.6%
Cc1cccc(OCC(=O)O/N=C(\N)Cc2ccc([N+](=O)[O-])cc2)c1	-2.6%	-6.6%	0.2%	-10.5%	38.0%	1.4%	?	-1.4%	11.4%	16.0%
COC(=O)c1cc(S(=O)(=O)N2CCCCC2C)c[nH]1 (centres undefined)	13.6%	-1.0%	0.3%	-0.7%	-0.5%	-2.8%	8.8	-1.1%	0.1%	24.7%
CCCN(CC(=O)Nc1ccccc1C)C(=O)Cc1n[nH]c(=O)c2ccccc12	0.1%	-22.7%	-0.8%	·	-6.0%	-0.5%	2.2	-3.1%	-5.0%	10.2%
COC(=O)c1cc(Br)ccc1OC(=O)c1cccnc1	·	-4.1%	-0.2%	6.1%	3.8%	-3.3%	24.0	-12.7%	1.6%	-8.4%
Cc1ccc(N(CC(=O)NN=C2CCN(C)CC2)S(=O)(=O)c2ccc(C)cc2)cc1	-1.1%	-5.1%	0.0%	8.7%	-0.9%	-6.9%	2.5	-3.6%	0.3%	-5.0%
O=C1c2ccccc2/C(=C\c2ccc3[nH]ccc3c2)N1c1ccccc1	-0.2%	-40.7%	4.4%	·	0.5%	-0.6%	·	7.8%	4.9%	?
CC(C)CNS(=O)(=O)c1ccc(CCC(=O)N2CCN(Cc3ccccc3)CC2)cc1	-11.3%	-19.2%	0.1%	10.7%	7.1%	-6.5%	8.0	-6.0%	-4.6%	?
CCOc1ccc(C(=O)COC(=O)CC)cc1	6.8%	-30.5%	0.0%	-4.9%	29.6%	-0.9%	0.1	-1.6%	2.9%	18.4%
CC(C)C(C(=O)Nc1ccc(N2CCOCC2)cc1)N1C(=O)c2ccccc2C1=O (centres undefined)	-23.0%	-0.3%	0.0%	2.4%	-2.0%	-7.5%	3.0	6.5%	-2.7%	-0.2%
CC(=O)N1CCCc2cc(S(=O)(=O)N3CCCC(C)C3)ccc21 (centres undefined)	-1.8%	-11.5%	0.1%	3.1%	28.5%	-3.9%	1.5	1.1%	-0.9%	?
Cc1cc(NC(=O)c2ccc(Cl)cc2)c(C(C)C)cc1O	-2.8%	0.3%[1.84 µM]	-1.1%	-25.9%	-8.7%	-7.7%	-3.6	-3.6%	2.6%	-10.3%
Cc1ccc(OCC(=O)NCCNC(=O)c2ccco2)cc1C	-2.5%	-7.9%	-0.9%	3.5%	-10.4%	-5.0%	2.0	-1.5%	5.9%	-4.5%
Brc1ccc(CN2CC[C@H]3C=CCc4cccc(c43)C2)cc1	6.4%	-2.7%	-0.2%	·	-21.5%	·	-1.1	0.8%	8.2%	-13.4%
COc1cccc(C(=O)NNC(=O)c2ccccc2-n2cccc2)c1	2.5%	7.6%	0.2%	-5.7%	-6.9%	1.6%	-2.4	0.0%	-8.8%	5.6%
CCC(Cc1ccccc1)NS(=O)(=O)c1ccc2c(c1)NC(=O)CS2 (centres undefined)	-3.0%	-13.2%	0.2%	-3.9%	17.1%	-2.6%	25.9	-5.1%	5.6%	-22.6%
c1ccc(-c2nnc(-c3c[nH]c4ccccc34)nc2-c2ccccc2)cc1	0.2%	-32.4%	3.0%	16.3%	-2.5%	-2.9%	19.3	-4.0%	0.0%	23.1µM*
O=c1cnnc(Nc2cccc(F)c2)[nH]1	-1.7%	-30.6%	0.4%	9.1%	?	-1.5%	3.4	2.7%	-3.2%	-11.2%
Oc1ccc(/C=N/n2c3ccccc3c3ccccc32)cc1	-1.5%	-57.2%	-0.9%	0.0%	8.3%	0.2%	1.1	-2.5%	14.2%	-0.3%
COc1cccc(OCC(=O)NNC(=O)c2ccc3ccccc3c2)c1	0.2%	2.7%	0.3%	8.0%	8.5%	-1.8%	5.7	8.2%	0.3%	-4.4%

Assay outcomes: PubChem, National Center for Advancing Translational Sciences (NCATS)
